PvdQ inh: blocks Pseudomonas aeruginosa PvdQ acylase activity. purified PvdQ acylase, fluorescence plate reader. inhibition, % at 10 µM. 340,000 compounds, 0.063% hits. AID 488965; in the data active means inhibition above about 30%, passing the limit was not always enough; inconclusive means no clear call, values can overlap the other calls;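 further: 0% = vehicle neutral wells and 100% = reference inhibitor wells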
Rtt109 HAT inh: inhibitors of Candida albicans Rtt109/Vps75 histone acetyltransferase; Q5AAJ8; purified Rtt109/Vps75, ThioGlo CoA-SH fluorescence, 4 h; inhibition, % at 34.9 µM; 330,000 compounds, 0.16% hits; AID 540336;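 active means inhibition of at least 50% in every replicate; inconclusive means best replicate reaches 50% inhibition but some replicates fall short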
Target sequence (Q5AAJ8 whole entry, looked up): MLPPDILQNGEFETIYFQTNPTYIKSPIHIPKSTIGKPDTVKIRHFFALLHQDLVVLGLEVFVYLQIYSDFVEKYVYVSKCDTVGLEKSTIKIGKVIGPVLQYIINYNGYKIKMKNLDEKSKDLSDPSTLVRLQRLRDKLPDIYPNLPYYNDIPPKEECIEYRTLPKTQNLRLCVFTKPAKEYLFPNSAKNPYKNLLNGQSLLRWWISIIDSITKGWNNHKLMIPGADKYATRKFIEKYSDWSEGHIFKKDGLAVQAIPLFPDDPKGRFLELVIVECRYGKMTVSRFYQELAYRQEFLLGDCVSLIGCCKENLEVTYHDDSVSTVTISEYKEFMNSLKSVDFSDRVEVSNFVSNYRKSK
CAL PDZ FP-1: blocks peptide binding to the human CAL PDZ domain | AID 602252 | inhibition, % at 24.9 µM | purified CAL PDZ, TMR-peptide fluorescence polarization, 1 h | 300,000 compounds, 0.92% hits | Q9HD26;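 active means mean inhibition of at least 30% with at least half of replicates also reaching 30%; inconclusive means no clear call, values can overlap the other calls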;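 further: 0% = DMSO neutral control and 100% = excess unlabeled competitor peptide PRC23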
MITF act: increases MITF-driven TRPM1 promoter luciferase signal; SK-MEL-5 TRPM1-promoter luciferase, 24 h; % of positive control, neutral wells = 0; activation, % at 12.5 µM; 300,000 compounds, 0.75% hits;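 active means mean activation of at least 80% with every replicate also reaching 80%; inconclusive means mean reaches 80% but some replicate falls short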;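 further: 0% = neutral control wells and 100% = parthenolide positive control wells; values of inactives mirror those of a sister screen read the other way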
CAL PDZ FP-2: inhibitors of human CAL PDZ peptide binding; 330,000 compounds, 0.02% hits; Q9HD26; inhibition, % at 20 µM; purified CAL PDZ, TMR-peptide fluorescence polarization, 1 h; AID 504414;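 active means highest replicate inhibition of at least 40%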;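 further: plate controls were DMSO neutral control wells for no effect and unlabeled competitor peptide control wells for full effect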
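Material: tagged CAL PDZ domain; buffer or medium: 25 mM sodium phosphate pH 7.4, 150 mM NaCl, TCEP, IgG, Thesit; compound dosing: single point, 20 µM; schedule: 1 h incubation at room temperature before polarization reading; measured by: FP readout, S and P plane fluorescence; read-out basis: percent inhibition from loss of millipolarization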
SR-BI HDL uptake: blocks mouse SR-BI lipid uptake from DiI-HDL. ldlA[mSR-BI] CHO cells, DiI-HDL uptake fluorescence, 3 h. inhibition, % at 12.5 µM. Q61009. 320,000 compounds, 0.96% hits;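 active means mean replicate inhibition of at least 70% and a set share of replicates each scoring 70 or more; inconclusive means meets just one of the two criteria; inactive means fails both criteria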;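 further: 0% = median of neutral control wells and 100% = median of positive control wells; values of inactives mirror those of a sister screen read the other way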
dFosB activator: activators of mouse delta FosB homodimer; purified delta FosB, TAMRA-CDK5 oligo fluorescence polarization; percent of positive-control signal above neutral wells; P13346; activation, % at 25 µM; 340,000 compounds, 0.99% hits;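 active means mean activation above about 17%, with every replicate also reaching it, limit read from the data, passing the limit was not always enough; inconclusive means only one of the two conditions met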;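 further: fluorescence polarization rise as delta FosB binds a TAMRA Cdk5 AP-1 oligo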
Target sequence (P13346 whole entry, looked up): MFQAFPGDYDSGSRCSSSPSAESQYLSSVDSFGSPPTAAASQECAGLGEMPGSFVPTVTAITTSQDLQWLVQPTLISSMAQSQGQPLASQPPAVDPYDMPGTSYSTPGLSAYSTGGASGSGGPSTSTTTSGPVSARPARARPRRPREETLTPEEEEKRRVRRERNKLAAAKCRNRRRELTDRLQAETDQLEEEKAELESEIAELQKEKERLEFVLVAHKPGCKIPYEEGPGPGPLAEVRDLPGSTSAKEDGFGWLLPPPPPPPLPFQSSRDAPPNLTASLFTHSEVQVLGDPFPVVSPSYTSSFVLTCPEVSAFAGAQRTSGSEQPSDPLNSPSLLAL
PfHsp90 yeast 2: inhibits growth of yeast expressing Plasmodium falciparum Hsp90; AID 504621; 310,000 compounds, 0.32% hits; S. cerevisiae expressing PfHsp90, BacTiter-Glo ATP, 48 h; yeast lacking PDR1 and PDR3 efflux regulators; inhibition, % at 9.4 µM;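 active means every replicate shows inhibition above about 80%, whatever the replicate mean, limit read from the data; inconclusive means mean inhibition reaches the set limit but some replicate falls short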;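 further: 0% = DMSO neutral controls and 100% = 20 µM radicicol positive controls; yeast relying on Plasmodium falciparum Hsp90 in place of its own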
SR-BI DiI-HDL act: SR-BI HDL lipid transfer activation; CHO ldlA[mSR-BI] cells, DiI-HDL uptake fluorescence, 3 h; 100 = double the neutral-control signal; activation, % at 12.5 µM; 320,000 compounds, 0.096% hits; AID 504775;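 active means mean replicate activation of at least 60% and every replicate at or above 60%; inconclusive means mean or all-replicate condition met, but not both; inactive means mean below 60% and not all replicates reaching 60%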;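 further: 0% = median plate neutral-control signal and 100% = twice that signal; values of inactives mirror those of a sister screen read the other way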
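Test system: SR-BI-overexpressing, LDLR-lacking CHO cells; Also added: labelled HDL, 10 µg/mL; Measured by: bottom-read cell fluorescence after medium removal, ex 550/em 595 nm; Timing: 3 h uptake period with compound, 37 °C; Buffer or medium: F12, 0.5% BSA, 25 mM HEPES; Doses: single compound concentration, delivered by pin transfer.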
NSD2 inh: inhibitors of human histone methyltransferase NSD2; O96028; NSD2 peptide methylation, AlphaScreen, 120 min; inhibition, % at 12.5 µM; 310,000 compounds, 0.54% hits; in the data active means inhibition above about 50%
Numbers without * were called inactive; ? = inconclusive; / = no result given.

SMILES | PvdQ inh | Rtt109 HAT inh | CAL PDZ FP-1 | MITF act | CAL PDZ FP-2 | SR-BI HDL uptake | dFosB activator | PfHsp90 yeast 2 | SR-BI DiI-HDL act | NSD2 inh
Cc1cc(NC(=O)COC(=O)C2CCN(S(=O)(=O)c3c(Cl)cccc3Cl)CC2)no1 | -13 | 8 | 0 | 3 | -0.3 | 12 | -6 | 6 | -12 | 0
O=C(COC(=O)c1ccc2c(c1)C(=O)N(Cc1ccncc1)C2=O)Nc1ccccc1[N+](=O)[O-] | -10 | -1 | -4 | -12 | -1.4 | -34 | -13 | 14 | 34 | 0
CC1CCN(Cc2nc(-c3ccc(Cl)cc3)no2)CC1 | -9 | 1 | 0 | / | -1.2 | 5 | 0 | -1 | -5 | -1
CCOC(=O)c1ccc(NC(=O)C2CCN(S(=O)(=O)c3c(C)nn(C)c3C)CC2)cc1 | -16 | -2 | / | / | -1.6 | 17 | -6 | -16 | -17 | /
Cc1ccccc1NC(=O)Nc1ccccc1C(N)=O | -5 | -5 | 0 | -2 | -1.6 | -19 | -11 | 7 | 19 | -2
COc1ccc(C(=O)NCCS(=O)(=O)N2CCN(C(=O)c3ccco3)CC2)cc1 | -3 | -4 | -1 | 1 | -4.0 | -23 | -3 | / | 23 | -1
CN1CCN(C(=O)c2cnn(-c3ccccc3)c2NC(=O)c2ccc(Br)cc2)CC1 | 3 | 11 | -5 | -12 | -2.9 | -15 | -13 | -17 | 15 | 4
CC1(c2nnc(-c3ccccc3)o2)CC(c2ccc(Cl)cc2)=NO1 (stereo unspecified) | -14 | -6 | 5 | 14 | -0.6 | 4 | -9 | 20 | -4 | /
c1ccc(-c2nnc(CN3CCCc4ccccc43)o2)cc1 | -9 | 10 | -8 | -9 | -0.6 | 14 | -8 | -3 | -14 | 2
O=C1CN2NC(=S)N(c3ccc(Cl)cc3)C2=CN1c1ccc(Cl)cc1 | -7 | -5 | -1 | 10 | 0.9 | -15 | -5 | -40 | 15 | 2
O=C(O)C(C(O)c1ccc([N+](=O)[O-])cc1)[n+]1ccccc1 (stereo unspecified) | -10 | -6 | -2 | 1 | -0.3 | -14 | -2 | 2 | 14 | /
COc1ccccc1Nc1nc(-c2ccccc2O)nc2ccccc12 | -15 | -34 | 1 | 5 | -0.6 | 48 | -6 | -7 | -48 | -2
O=C(Nc1ccc(F)cc1)Oc1ccccc1N1CCOCC1 | -11 | 0 | -3 | / | -0.8 | 5 | 1 | 1 | -5 | -4
Cc1cc(C(=O)CCl)c(C)n1-c1c(C)n(C)n(-c2ccccc2)c1=O | -2 | 12 | 0 | -50 | -1.0 | -35 | 2 | 13 | 35 | 4
Cc1ccc(-c2cn(-c3ccccc3)c(=S)[nH]2)cc1C | -12 | -7 | -4 | 123* | 0.9 | 46 | 0 | -4 | -46 | 17
CCOc1ccc(OCCC(=O)NNC(=O)c2ccccc2Cl)cc1 | -14 | -3 | -1 | -2 | -2.0 | -6 | -1 | -4 | 6 | 3
COC(=O)c1cn(NC(=O)C2COc3ccccc3O2)c(=O)c2ccccc12 (stereo unspecified) | 9 | 2 | -1 | -9 | 0.7 | -28 | -8 | 3 | 28 | -3
N=c1c2c(n(Cc3ccc(Cl)cc3)c3c1CCC3)CCC2 | -11 | 3 | -3 | -60 | -0.4 | 8 | -6 | -6 | -8 | 2
CC(C)Cc1nc(Nc2ccccc2C#N)c2nnn(Cc3ccccc3)c2n1 | -9 | 4 | -2 | -2 | -13 | 13 | -15 | 4 | -13 | 7
CCc1ccccc1N=C1S/C(=C/c2ccccc2OCC(=O)N2CCOCC2)C(=O)N1C | -9 | 8 | 6 | 0 | -1.3 | 39 | 1 | 6 | -39 | 2
CN1C(=O)/C(=C2\SC(=S)N(C(CCC(=O)O)C(=O)O)C2=O)c2ccccc21 (stereo unspecified) | -7 | -4 | -4 | -5 | -0.4 | -21 | 6 | 0 | 21 | 1
COc1cc2nc(-c3cccs3)oc(=O)c2cc1OC | -12 | -14 | -9 | 1 | -1.9 | 44 | -38 | 8 | -44 | 0
COc1ccc(-c2oc3cccnc3c2C#CC2(O)CCCCC2)cc1 | -54 | -9 | -1 | -3 | -1.2 | 43 | -4 | / | -43 | /
CCc1cccc2sc(NC(=O)c3ccc(N4C(=O)CCC4=O)cc3)nc12 | -4 | 1 | -5 | -1 | -2.9 | 51 | -6 | -2 | -51 | /
CCCCCC(=O)Nc1cccc(C2=NOC3(C2)C[C@@H](C(N)=O)N(C(=O)C2(C)CC2)C3)c1 (stereo partly specified) | -7 | -2 | -2 | -7 | -0.9 | -4 | -10 | -16 | 4 | /

An excerpt of these results, in CSV form.
canonical_smiles,PvdQ inh,Rtt109 HAT inh,CAL PDZ FP-1,MITF act,CAL PDZ FP-2,SR-BI HDL uptake,dFosB activator,PfHsp90 yeast 2,SR-BI DiI-HDL act,NSD2 inh
O=C(COC(=O)c1ccc2c(c1)C(=O)N(Cc1ccncc1)C2=O)Nc1ccccc1[N+](=O)[O-],-10,-1,-4,-12,-1.4,-34,-13,14,34,0
CC1CCN(Cc2nc(-c3ccc(Cl)cc3)no2)CC1,-9,1,0,/,-1.2,5,0,-1,-5,-1
CCOC(=O)c1ccc(NC(=O)C2CCN(S(=O)(=O)c3c(C)nn(C)c3C)CC2)cc1,-16,-2,/,/,-1.6,17,-6,-16,-17,/

(listing goes on)
SMILES | PvdQ inh | Rtt109 HAT inh | CAL PDZ FP-1 | MITF act | CAL PDZ FP-2 | SR-BI HDL uptake | dFosB activator | PfHsp90 yeast 2 | SR-BI DiI-HDL act | NSD2 inh
Cc1cc(NC(=O)Nc2ccccc2)n(-c2ccccc2)n1 | -15 | -5 | -5 | -1 | -3.7 | ? | -6 | 3 | -80 | 0
Cc1sc(-c2ccncc2)nc1OC(=O)c1ccccc1 | -7 | 3 | 20 | -2 | -1.2 | 6 | -10 | -6 | -6 | 3
Cc1cccc(C(=O)NNC(=O)CCCCC(=O)NNC(=O)c2cccc(C)c2)c1 | -9 | 5 | -3 | / | -3.6 | 14 | -1 | -4 | -14 | -5
O=C(NC(=O)c1cnccc1C(F)(F)F)Nc1ccccc1 | -16 | -1 | / | 7 | -0.2 | -13 | -2 | -6 | 13 | 3
CSCC(C)N1CCC(CCC(=O)NC2CC2)CC1 (stereo unspecified) | -8 | -3 | -5 | -2 | -2.4 | -9 | -3 | -5 | 9 | -8
COc1ccc(S(=O)(=O)N2CCOCC2)cc1NC(=O)COc1ncnc2ccccc12 | 13 | 9 | -3 | 11 | -2.2 | -3 | -13 | 5 | 3 | -2
COc1cc(NC(=O)CSCC(=O)N(C)C2CCCCC2)cc(OC)c1 | -4 | 2 | / | 1 | -4.0 | -4 | -13 | 0 | 4 | 0
CCn1c(CNC(=O)c2ccco2)nnc1SCC(=O)Nc1ccc(Br)cc1F | -9 | -2 | / | 5 | -0.5 | -1 | -9 | / | 1 | 3
CC(=O)Nc1ccc(C(=O)N/N=C/c2ccccc2OC(=O)c2ccc(Cl)cc2)cc1 | 1 | 9 | -12 | 1 | -6.5 | 52 | -4 | 1 | -52 | 1
COC(=O)c1ccc(C2N=C(c3cccs3)CC(c3ccccc3O)N2)cc1 (stereo unspecified) | 7 | -2 | -1 | 12 | -0.4 | 75* | -7 | / | -75 | 2
COc1ccc(-c2[nH]nc3c2C(c2ccsc2)C(C#N)=C(N)O3)cc1 (stereo unspecified) | 9 | 12 | / | 8 | -2.9 | 10 | -13 | 3 | -10 | 5
CC(C)CCCN1C(Nc2ccccc2)=NC[C@@H]1Cc1ccccc1 | -9 | 2 | -2 | 23 | -0.8 | -23 | 5 | / | 23 | /
COc1ccc(CCNS(=O)(=O)c2cccc(C(=O)O)c2)cc1OC | -24 | 0 | 2 | 2 | 1.6 | 2 | 6 | 14 | -2 | 2
CC(C)CCN(C)C1CCN(S(=O)(=O)c2ccc(F)cc2)CC1 | -4 | 15 | / | -3 | 0.4 | -12 | -3 | 7 | 12 | /
O=C(CN1CCN(Cc2ccc3c(c2)OCO3)CC1)c1c[nH]c2ccccc12 | -15 | 14 | / | / | -0.6 | -28 | 0 | -7 | 28 | -2
Cc1ccc([N+](=O)[O-])cc1NC(=O)c1ccc2c(c1)OCO2 | 6 | -8 | 1 | 2 | -3.2 | -4 | -1 | -5 | 4 | 2
Cc1cc(Cl)ccc1OCC(=O)NCCC(=O)O | 10 | 0 | 1 | -3 | -0.4 | 8 | -1 | 2 | -8 | -4
Cc1nc2sc3c(c2c(=O)o1)CC(C)(C)OC3 | -6 | 2 | 1 | 5 | -1.0 | -20 | 8 | -34 | 20 | 0
Cc1nn(C)cc1-c1cc(C(=O)O)c2ccccc2n1 | 8 | 2 | 1 | -9 | -0.9 | -5 | -7 | 4 | 5 | 18
COc1cc(S(=O)(=O)Nc2cccc(C)c2)ccc1NC(=O)c1ccncc1 | -6 | 14 | -4 | 3 | -0.9 | 17 | -5 | 14 | -17 | -2
COc1ccc(/C(C)=N/NC(=O)c2ccc(NS(=O)(=O)c3cccs3)cc2)cc1 | 4 | -2 | -1 | 13 | -2.1 | 57 | -6 | -2 | -57 | 3
Cc1ccc(-c2c(C(=O)NNC(=S)NCC3CCCO3)csc2C)cc1 (stereo unspecified) | -9 | 1 | 0 | 5 | -0.7 | -6 | -7 | -14 | 6 | 0
CCOCCCNC(=O)c1cc(Sc2ccc(C)cc2)nc2ccccc12 | 6 | -6 | -5 | 7 | -2.0 | 16 | -8 | 13 | -16 | -3
CC(NC(=O)c1ccc2nc[nH]c2c1)c1ccccc1 (stereo unspecified) | -8 | -5 | 10 | -1 | -3.1 | -5 | -6 | -10 | 5 | -5
O=C(Nc1cccc2ccccc12)NC1CCCCC1O (stereo unspecified) | -13 | -6 | -7 | -8 | -1.8 | 1 | -4 | -30 | -1 | /
Cc1ccc(C(=O)N2CC(C)SC2=Nc2cccc(S(=O)(=O)N(C)C)c2)cc1 (stereo unspecified) | 15 | 3 | -3 | 2 | -1.1 | 9 | -3 | -5 | -9 | -2
COc1ccc(NC(=O)c2noc(C(C)C)c2[N+](=O)[O-])cc1 | 11 | / | -3 | 2 | -2.8 | 12 | -1 | -1 | -12 | -3
COCCn1c(C)cc(/C=C2/NC(=O)N(c3cccc(Cl)c3)C2=O)c1C | 0 | -9 | 2 | 19 | -1.5 | 41 | -5 | -9 | -41 | 3
Nn1c(SCC(=O)NC2CCCc3ccccc32)nnc1C1CC1 (stereo unspecified) | 2 | 3 | / | 1 | 1.2 | -7 | -3 | -2 | 7 | 2

Screening results deposited in PubChem BioAssay by Broad Institute.
